BLM helicase inh = blocks DNA unwinding by human BLM helicase; recombinant BLM DNA unwinding, fluorescence dequenching; hit rate 0.2% among 350,000; Potency, µM (doses to about 56.1 µM), inactives show at the top dose activity change, negative = inhibition, hits mostly inhibitors; P54132;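 note: plate controls were vehicle for no effect and no enzyme for full effect; nearly all actives have a fitted effect of over 35% in size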
BAZ2B inh = blocks human BAZ2B. AlphaScreen BAZ2B-H3K14Ac peptide displacement. Potency, µM (series often up to 114 µM), for inactives: at the top dose activity change, negative = inhibition, usual class: inhibitors. AID 504333. hit rate 4.4% among 360,000; note: % is set by controls: 0 for no effect and ±100 for the full control effect; nearly all actives have a fitted effect of over 60% in size
Target sequence (Q9UIF8 whole entry, looked up): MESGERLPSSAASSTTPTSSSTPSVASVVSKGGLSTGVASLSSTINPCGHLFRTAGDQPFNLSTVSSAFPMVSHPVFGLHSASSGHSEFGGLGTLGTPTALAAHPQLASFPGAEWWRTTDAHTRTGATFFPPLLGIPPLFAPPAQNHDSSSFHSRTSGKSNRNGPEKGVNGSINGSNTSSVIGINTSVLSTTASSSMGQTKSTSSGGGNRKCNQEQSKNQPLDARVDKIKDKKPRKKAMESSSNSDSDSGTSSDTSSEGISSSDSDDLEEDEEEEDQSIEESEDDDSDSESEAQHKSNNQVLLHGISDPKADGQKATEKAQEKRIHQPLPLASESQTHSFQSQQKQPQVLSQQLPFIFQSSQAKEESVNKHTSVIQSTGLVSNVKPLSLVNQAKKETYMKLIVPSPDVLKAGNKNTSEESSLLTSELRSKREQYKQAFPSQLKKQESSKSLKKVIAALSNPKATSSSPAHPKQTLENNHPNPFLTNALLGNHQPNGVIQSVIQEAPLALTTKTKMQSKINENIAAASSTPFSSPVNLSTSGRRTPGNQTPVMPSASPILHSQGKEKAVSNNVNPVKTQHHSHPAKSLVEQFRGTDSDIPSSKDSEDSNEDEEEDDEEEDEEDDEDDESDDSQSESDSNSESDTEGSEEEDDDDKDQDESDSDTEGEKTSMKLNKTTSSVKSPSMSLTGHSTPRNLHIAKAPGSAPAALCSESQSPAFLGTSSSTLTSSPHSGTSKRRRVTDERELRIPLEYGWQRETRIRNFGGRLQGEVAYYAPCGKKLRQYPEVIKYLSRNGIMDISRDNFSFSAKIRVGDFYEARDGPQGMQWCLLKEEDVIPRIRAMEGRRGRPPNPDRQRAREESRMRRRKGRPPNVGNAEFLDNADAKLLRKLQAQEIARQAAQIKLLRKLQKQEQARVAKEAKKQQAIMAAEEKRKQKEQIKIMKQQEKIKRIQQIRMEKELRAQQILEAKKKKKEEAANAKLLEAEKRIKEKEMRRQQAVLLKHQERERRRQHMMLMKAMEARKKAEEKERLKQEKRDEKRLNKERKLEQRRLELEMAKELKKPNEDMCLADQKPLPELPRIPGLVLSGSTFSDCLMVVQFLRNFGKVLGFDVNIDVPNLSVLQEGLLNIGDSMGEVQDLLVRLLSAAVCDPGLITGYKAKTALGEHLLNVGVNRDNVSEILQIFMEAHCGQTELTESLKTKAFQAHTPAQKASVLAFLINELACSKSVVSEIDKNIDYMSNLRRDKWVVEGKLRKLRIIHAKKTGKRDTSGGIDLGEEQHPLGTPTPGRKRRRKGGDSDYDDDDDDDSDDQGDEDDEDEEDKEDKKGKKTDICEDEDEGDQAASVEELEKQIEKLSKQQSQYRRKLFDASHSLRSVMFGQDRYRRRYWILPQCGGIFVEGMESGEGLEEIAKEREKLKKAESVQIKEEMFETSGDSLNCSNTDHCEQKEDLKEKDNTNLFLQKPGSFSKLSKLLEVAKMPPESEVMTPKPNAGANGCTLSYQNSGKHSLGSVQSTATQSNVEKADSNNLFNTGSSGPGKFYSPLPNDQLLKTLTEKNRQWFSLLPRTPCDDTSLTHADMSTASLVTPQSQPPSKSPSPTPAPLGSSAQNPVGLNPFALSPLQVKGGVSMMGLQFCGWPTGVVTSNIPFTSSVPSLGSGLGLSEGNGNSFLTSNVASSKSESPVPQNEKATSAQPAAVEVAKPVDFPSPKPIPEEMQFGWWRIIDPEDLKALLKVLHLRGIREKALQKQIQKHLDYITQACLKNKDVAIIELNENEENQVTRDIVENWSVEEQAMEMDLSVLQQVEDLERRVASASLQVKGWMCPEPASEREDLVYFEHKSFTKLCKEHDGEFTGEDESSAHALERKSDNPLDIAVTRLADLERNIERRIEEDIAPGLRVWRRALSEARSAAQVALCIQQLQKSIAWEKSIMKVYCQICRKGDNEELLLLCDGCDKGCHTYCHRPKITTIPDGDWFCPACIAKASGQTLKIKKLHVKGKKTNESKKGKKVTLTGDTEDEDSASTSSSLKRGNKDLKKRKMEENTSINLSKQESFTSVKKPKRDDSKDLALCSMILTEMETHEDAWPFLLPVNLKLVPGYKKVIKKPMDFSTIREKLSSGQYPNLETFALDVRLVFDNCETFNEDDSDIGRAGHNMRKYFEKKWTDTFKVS
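Inhibition is scored as reduced AlphaScreen emission. The BAZ2B/b-H3(5-23)K14Ac complex (50 nM each) in PBS pH 7.4, 0.01% Tween-20 meets compound (up to 110 uM) for 30 min at RT before bead addition.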
G9a block = inhibitors of human histone lysine methyltransferase G9a | hit rate 8.8% among 350,000 | Q96KQ7 | G9a H3K9 monomethylation, AlphaScreen, 2 h | Potency, µM (series often up to 102 µM), for inactives: at the highest dose activity, negative = inhibition, most hits filed as inhibitors; note: % is set by controls: 0 for no effect and ±100 for the full control effect; nearly all actives have a fitted effect of over 75% in size
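AlphaScreen read-out: biotin-H3K9 peptide (500 nM) methylation by 20 nM enzyme with 20 uM SAM, 2 h at room temperature after 15 min compound preincubation; anti-monomethyl H3K9 antibody plus donor/acceptor beads, 10 min dark.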
POLI inh = blocks human DNA polymerase iota activity; hit rate 1% among 390,000; AID 588590; Q9UNA4; Potency, µM (doses to about 115 µM), inactives show at the top dose activity, negative = inhibition, hits mostly inhibitors; Pol iota fluorescent replication assay, 10 min
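Fluorescent replication assay read twice, at 0 min and 10 min after adding 50 nM (final) substrate. Enzyme (10 nM) and compounds were first incubated 15 min at room temperature; enzyme-free buffer wells were negative controls.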
Pol beta inh = inhibitors of human DNA polymerase beta; P06746; Pol beta primer extension/strand displacement, fluorescence kinetic; Potency, µM (series often up to 114 µM), for inactives: at the highest dose activity change, negative = inhibition, most hits filed as inhibitors; hit rate 1.3% among 340,000; AID 485314; note: % is set by controls: 0 for no effect and ±100 for the full control effect
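Reaction started by 50 nM substrate onto compound-treated Pol beta (10 nM, 15 min preincubation, room temperature); plates read at 0 min and 10 min. Normalized concentration-effect data fitted by four-parameter Hill equation.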
Pol eta inh = inhibitors of human DNA polymerase eta; Q9Y253; recombinant Pol eta, fluorescent DNA replication assay; Potency, µM (doses to about 114 µM), without a hit: top-dose activity change, negative = inhibition, hits mostly inhibitors; hit rate 1.2% among 390,000; AID 588591; note: % is set by controls: 0 for no effect and ±100 for the full control effect
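Pol eta (10 nM) was preincubated with compounds for 15 min at room temperature, after which fluorescent replication substrate (50 nM final) was added to start the reaction. Fluorescence was read kinetically at 0 and 10 min.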
APEX1 inh = inhibitors of human APE1 endonuclease; P27695; recombinant APE1, TAMRA/BHQ-2 abasic DNA cleavage fluorescence; Potency, µM (top dose mostly 65.8 µM), for the others: at the highest dose activity change, negative = inhibition, most hits filed as inhibitors; hit rate 0.35% among 350,000;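 note: plate controls were vehicle for no effect and reference inhibitor for full effect; nearly all actives have a fitted effect of over 55% in size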
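Enzyme (0.75 nM final) and test compound are incubated 15 min at room temperature before adding 50 nM quenched THF abasic-site duplex. Cleavage dequenches TAMRA, followed at 525/598 nm over three reads one minute apart.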
JMJD2A Tudor inh = blocks the human JMJD2A Tudor domain. AlphaScreen JMJD2A-Tudor / H3K4me3 peptide binding. AID 504339. hit rate 4.4% among 390,000. O75164. Potency, µM (doses to about 114 µM), for inactives: at the top dose activity change, negative = inhibition, actives largely listed as inhibitors; note: % is set by controls: 0 for no effect and ±100 for the full control effect; nearly all actives have a fitted effect of over 50% in size
Pol kappa inh = blocks human DNA polymerase kappa activity | Q9UBT6 | purified Pol kappa, fluorescent DNA synthesis assay, 10 min | hit rate 0.53% among 400,000 | Potency, µM (top dose mostly 107 µM), for the others: at the top dose activity, negative = inhibition, actives largely listed as inhibitors; note: % is set by controls: 0 for no effect and ±100 for the full control effect
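Enzyme at 10 nM met test compounds for 15 min at room temperature. Substrate addition (50 nM final) began the reaction, which was monitored by fluorescence at 0 and 10 min.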
* marks the source's active call; other numbers are inactive results; ? = inconclusive; . = no result given; & = joins results of further samples; [ ] = dose if it differs, or a comment. Calls come from the whole dose curve; as a rule, active = well fitted curve in the direction sought with a large enough effect; inconclusive = small, poorly fitted or top-dose-only effect, or another doubt; inactive = no such curve, though single readings can be large; an effect the other way counts as inactive or inconclusive. Potency is the fitted concentration of half-maximal effect. Only part of the results is shown; rates above refer to the full screens.

smiles | BLM helicase inh | BAZ2B inh | G9a block | POLI inh | Pol beta inh | Pol eta inh | APEX1 inh | JMJD2A Tudor inh | Pol kappa inh
COc1cccc(OC)c1OCCOc1ccccc1OC(C)C | -5% | 8% | 28% | -12% | 3% | ? | 2% | 51%[activator] | -4%
Cc1ccc(CNC(=O)COC(=O)c2ccc(S(=O)(=O)N3CCOCC3)cc2)cc1 | . | . | . | 95%[activator] | . | -11% | 8% | -1% | -16%
COc1ccc(N2CCN(C(=O)c3cc(=O)c4cc(Cl)ccc4o3)CC2)cc1 | -2% | ? | -11%[2.33 µM] | -7% | 18% | -11% | -4% | -30% | 10%
Cc1cccc(Oc2ccccc2NS(=O)(=O)c2ccc(CCC(=O)O)cc2)c1 | . | ? | -44%[12.7 µM] | ? | . | 20µM* | ? | -32% | -44%
CCc1c(C#N)c(SCCC(=O)Nc2ccc(C)cc2)nc2c1C(=O)CC(C)(C)C2 | -9% | -20% | 5%[12.7 µM] | 4% | -21% | -17% | 2% | -3% | -17%
Cc1c(Cl)cccc1NC(=O)CSc1ncnc2c1cnn2CCO | -5% | -13% | 19%[0.501 µM] | 4% | 3% | 3% | -18% | -14% | -14%
COc1ccc(C(CC(=O)N2CCCCC2)NC(=O)C(F)(F)F)cc1 (stereo not given) | 1% | 1% | -3% | 23% | -14% | -17% | -1% | 4% | 0%
COc1ccc(N(C(=O)c2cccc([N+](=O)[O-])c2)S(=O)(=O)c2cccs2)cc1 | -7% | -31% | -6%[12.7 µM] | -7% | -14% | -1% | -6% | ? | -17%
CCc1cc(C(=O)OC)c(NC(=O)CN2CCN(C(=O)C3CCCO3)CC2)s1 (stereo not given) | -3% | -15% | 10% | 15% | 1% | -11% | 26% | 1% | -12%
Cc1ccc2oc3c(c(=O)c2c1)C(c1ccc([N+](=O)[O-])cc1)N(CCCN1CCOCC1)C3=O (stereo not given) | 0% | -1% | -4%[59 µM] | 19% | 8% | -9% | . | -13% | 1%

(listing goes on)
smiles | BLM helicase inh | BAZ2B inh | G9a block | POLI inh | Pol beta inh | Pol eta inh | APEX1 inh | JMJD2A Tudor inh | Pol kappa inh
COc1ccc(OC)c(C(=O)c2coc3ccc(O)c(CN4CCOCC4)c23)c1 | 1% | -22% | -22%[12.7 µM] | 4% | -23% | -15% | 4% | -33% | -7%
Cc1cccc(Cn2ccc(N)n2)c1 | 2% | 7% | -21%[12.7 µM] | 138%[activator] | 2% | 4% | -8% | -18% | 0%
O=C1NC[C@@H](c2ccccc2)OC(=O)[C@H](Cc2ccc(F)cc2)C/C=C\C[C@H]1CC(=O)N(CCO)Cc1ccccc1 | . | . | . | 15% | . | -25% | -33% | -19% | -5%
CCn1ccnc1CNC(=O)c1ccc(OC2CCN(C(=O)COC)CC2)cc1 | 4% | -18% | 34% | 13% | 0% | 4% | -7% | -9% | -11%
O=S(=O)(NCc1ccccc1)c1ccc2c(c1)OCCO2 | 1% | 39%[activator] | -40% | 5% | 10% | ? | 2% | 10% | 4%
N#Cc1c(-c2ccccc2F)cc(-c2cccnc2)nc1N | -7% | 7% | 30%[59 µM] | -10% | 3% | -17% | -1% | 3% | -3%
CC(C)C(=O)N1CCC2(CC1)Oc1ccc(F)cc1C(=O)C21CC(c2ccccc2)=NO1 (stereo not given) | -7% | -14% | -1%[59 µM] | -10% | 0% | -7% | -1% | -22% | -23%
Cc1cccc2c1N1C(=O)c3c(C(=O)O)cccc3C1CC2C (stereo not given) | -6% | 3% | ? | -2% | 1% | ? | -2% | -22%[11.4 µM] | -16%
CN(CC(=O)Nc1ccc(F)cc1)C(=O)COC(=O)c1cccc(N(C)C)c1 | . | 1% | 3%[59 µM] | -16% | . | -15% | 10% | -28% | -2%
COc1ccccc1Nc1nc(-c2sc(NC(=O)CC(C)C)nc2C)cs1 | 1% | -16% | ? | 33%[activator] | 26% | -10% | -9% | ? | -27%

Reprinted from the part before: four entries; new compounds follow.
smiles | BLM helicase inh | BAZ2B inh | G9a block | POLI inh | Pol beta inh | Pol eta inh | APEX1 inh | JMJD2A Tudor inh | Pol kappa inh
CC(C)C(=O)N1CCC2(CC1)Oc1ccc(F)cc1C(=O)C21CC(c2ccccc2)=NO1 (stereo not given) | -7% | -14% | -1%[59 µM] | -10% | 0% | -7% | -1% | -22% | -23%
Cc1cccc2c1N1C(=O)c3c(C(=O)O)cccc3C1CC2C (stereo not given) | -6% | 3% | ? | -2% | 1% | ? | -2% | -22%[11.4 µM] | -16%
CN(CC(=O)Nc1ccc(F)cc1)C(=O)COC(=O)c1cccc(N(C)C)c1 | . | 1% | 3%[59 µM] | -16% | . | -15% | 10% | -28% | -2%
COc1ccccc1Nc1nc(-c2sc(NC(=O)CC(C)C)nc2C)cs1 | 1% | -16% | ? | 33%[activator] | 26% | -10% | -9% | ? | -27%
CCOc1ccc(CCNC(=O)Cn2nc(C)c3c(C)n(-c4ccccc4)nc3c2=O)cc1 | -6% | -22% | 14%[59 µM] | ? | ? | ? | 57%[activator] | -3% | -9%
Cc1[nH]nc2c1C(c1ccc(-c3ccc(Cl)cc3)o1)C(C#N)=C(N)O2 (stereo not given) | -1% | 40µM* | 79µM* | 0% | 41% | ? | -1% | ? | -1%
Cc1ccc2scc(N3CCC(C)CC3)c(=O)c2c1 | -2% | ? | -20%[59 µM] | -7% | -18% | -16% | . | ? | -11%[60.1 µM]
O=C1c2ccccc2C(O)N1Cc1cccs1 (stereo not given) | -7% | -17% | 9% | 29% | 9% | -17% | 0% | -9% | 5%[60.1 µM]
COc1ccc(Cl)cc1NC(=O)c1cc(C)nc2c1c(C)nn2-c1ccccc1 | 3% | 18%[57.1 µM] | 2%[59 µM] | 12% | -12% | -10% | . | -12% | -11%
CC(=O)Nc1cc(C)nn1-c1nc(C)cc(C)n1 | 0% | -2% | 12% | 160%[activator] | 6% | -21% | 1% | -4% | -16%
COC(=O)CCCc1nc2ccccc2s1 | 1% | -3% | 63%[activator][59 µM] | -7% | 27% | -15% | 0% | 8%[11.4 µM] | -12%
Cc1ccc2cc(/C=N/Nc3nc4ccccc4[nH]3)c(Cl)nc2c1 | 1% | 0% | 16%[59 µM] | 12% | 19% | -10% | 2% | -16% | -2%
CCNC(=O)N(CC)C[C@H]1N[C@@](C)(C(=O)OC)[C@H]2C(=O)N(Cc3ccccc3)C(=O)[C@@H]12 | . | . | . | 3% | . | -8% | 2% | -28% | 17%
Cc1ccc(C(=O)O/N=C(\N)c2ccccn2)c(C)c1 | 0% | -20% | 21% | 119%[activator] | -2% | 0% | 13% | -14% | -14%

Further records
smiles | BLM helicase inh | BAZ2B inh | G9a block | POLI inh | Pol beta inh | Pol eta inh | APEX1 inh | JMJD2A Tudor inh | Pol kappa inh
Cc1cc(-c2csc3nc[nH]c(=S)c23)cc(C)c1C | -5% | -38% | ? | 72%[activator] | -1% | -22% | -3% | ? | -1%
COc1ccc(Cl)cc1C(=O)O/N=C(\N)c1ccncc1 | -2% | -5% | 22% | -12%[58.9 µM] | 8% | -7% | 2% | 16% | -6%
CCc1nn2c(=O)c(S(=O)(=O)Nc3ccc(Br)cc3F)c(C)nc2s1 | -2% | -2% | -5%[59 µM] | 7% | 2% | 12% | . | 1% | -22%
CC(=O)Nc1ccc(NS(=O)(=O)c2ccc(OC(C)C(=O)N3CCOCC3)cc2)cc1 (stereo not given) | . | 7% | -27% | 74%[activator] | . | -1% | -7% | -10% | -9%
COc1ccccc1N1CCN(C(=O)C2CC2)CC1 | . | . | . | 65%[activator] | . | -8% | . | -4% | 7%
Cc1noc(-c2ccc(Cl)cc2)c1C(=O)O/N=C(\N)c1ccc(C(C)(C)C)cc1 | -10% | 1% | 32% | 150%[activator] | 0% | -16% | -1% | 3% | 2%
Cc1ccc(C(=O)Nc2c(C)nc3ccccn3c2=O)cc1C | -4% | 2% | 2%[59 µM] | 1% | -24% | -2% | . | -15% | -6%[60.1 µM]
OC1(c2ccc(OC(F)F)cc2)CSC(=Nc2cccnc2)N1C1CC1 (stereo not given) | -9% | ? | ? | -1% | 23% | 2% | -1% | ? | -18%
CC(C)c1ccc(NC(=O)N2CCCC2C(=O)Nc2ccc(-n3cnnn3)cc2)cc1 (stereo not given) | -4% | -17% | 2% | 36%[activator] | ? | 3% | 3% | -9% | -23%
CCN1CCN(c2nc(N(C)c3ccccc3)nc(N)c2[N+](=O)[O-])CC1 | 4% | -14% | ? | 27% | 3% | -20% | -4% | -32% | 10%

(next part)
smiles | BLM helicase inh | BAZ2B inh | G9a block | POLI inh | Pol beta inh | Pol eta inh | APEX1 inh | JMJD2A Tudor inh | Pol kappa inh
CCOc1ccc(C(=O)NCCn2cc(SCC(=O)Nc3ccccc3)c3ccccc32)cc1 | -11% | -25% | -34%[59 µM] | -12% | 5% | -14% | . | -19% | -10%
CC(Oc1ccc(Cl)cc1Cl)c1nc(-c2ccc(NC(=O)c3ccccn3)cc2)no1 (stereo not given) | 0% | 3% | 21%[59 µM] | 1%[58.9 µM] | 45% | -3% | 14% | -5% | -8%
COCCCN1C(=O)c2ccc(C(=O)NCCc3ccccc3)cc2C1=O | -13% | 1% | 5% | 144%[activator] | 26% | 5% | 4% | -14% | -12%
COc1cc(/C=C/C(=O)OCC(=O)Nc2ccccc2Cl)cc(OC)c1OC | -4% | 4% | 4% | 25% | -10% | -4% | -1% | -17% | -2%
Cc1ccc(O)c(/C=N/NC(=O)Cc2ccc(Cl)cc2)c1 | -8% | 4% | 49% | -6% | 25µM* | 6% | -38% | -14% | -8%
CCCCNC(=O)CCn1nc(-c2ccc(Cl)cc2)c2ccccc2c1=O | -2%&0% | 3%&-1% | 3% | 117%&28%[activator] | 1%&-2% | -2%&-18% | 0% | -6%&-6% | -8%&-9%
CCCn1nnnc1NC(=O)CSc1ccc(Cl)cc1 | -2% | ? | 6%[12.7 µM] | 6% | ? | -15% | -3% | ? | -1%
Cc1c2cnn(-c3ccccc3)c(=O)c2c(C)n1CCCC(=O)Nc1cccc(F)c1 | 2% | -34% | -23%[59 µM] | -20% | 11% | 1% | . | -30% | -8%
CC(=O)Nc1ccc(S(=O)(=O)N2CCC(C(N)=O)(N3CCCCC3)CC2)cc1 | -2% | 12% | 19% | 33%[activator] | -9% | -1% | -4% | -11% | -6%
CN(Cc1ccccc1)C(=O)CN1C(=O)CSc2ccc(S(=O)(=O)N3CCOCC3)cc21 | -1% | 5% | 0%[59 µM] | -2% | 4% | -18% | . | -19% | -4%[60.1 µM]
CSc1ccc(/C=N/N2CCN(c3ccccc3)CC2)cc1 | 0% | -13% | -28% | 169%[activator] | -8% | -12% | -1% | -6% | -1%
